Source: PubChem
hgDAF12 agonist – H. glycines DAF-12 receptor agonists, primary screen, cell-based, luminescence, HEK293, GAL4 fusion, UAS-luciferase; Nuclear hormone receptor DAF-12 (Heterodera glycines), GAL4 fusion; HEK293 GAL4-hgDAF12 UAS-luciferase reporter, agonist luminescence; normalized to butyrate control; activation, % at 6.8 µM; hit rate 1.8% among 370,000;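 active = activation above a cutoff set at the mean of all screened compounds plus 3 SD, cut at about 10% in these data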;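 also: 0% = DMSO wells and 100% = sodium butyrate wells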
HGIII-sPLA2 inh – human group III sPLA2 inhibitors, primary screen, biochemical, QFRET, BODIPY PC-A2 liposome substrate. QFRET BODIPY PC-A2 liposome hydrolysis, fluorescence. AID 743126, 2013. inhibition, % at 12.2 µM. hit rate 0.56% among 370,000;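 active = inhibition above mean plus 3 SD of compounds lying within the high and low control bounds, cut at about 19% in these data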;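 also: 0% = median of test compound wells and 100% = no enzyme DMSO wells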
hcDAF-12 act – H. contortus DAF-12 nuclear receptor activators, primary screen, cell-based, luminescence, HEK293, lit1-tk-luc reporter; HEK293 hcDAF-12 lit1-tk-luc reporter; 0% DMSO, 100% Δ7-dafachronic acid; activation, % at 6.8 µM; hit rate 1.4% among 370,000;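 active = activation above the mean of all tested compounds plus 3 SD, cut at about 5.5% in these data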;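 also: 100% = response to 3 µM Δ7-dafachronic acid high control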
PLC-beta3 inh – human PLC-beta3 inhibitors, primary screen, biochemical, fluorescence. AID 720704, 2013. hit rate 0.18% among 370,000. 1-phosphatidylinositol 4,5-bisphosphate phosphodiesterase beta-3 (Homo sapiens), Q01970. inhibition, % at 12.2 µM. Purified PLC-beta3, fluorogenic substrate; in the data active = inhibition above about 11%;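 also: 0% = median of compound wells on plate and 100% = full blocker control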
DAX1 inh-1 – DAX1 (NR0B1) inhibitors, primary screen, cell-based, HEK293, Gal4-DAX1, luciferase luminescence; Nuclear receptor subfamily 0 group B member 1 (Homo sapiens), P51843; HEK293 Gal4-DAX1 luciferase reporter; inhibition, % at 6.75 µM; hit rate 0.99% among 340,000; AID 504766, 2011;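 active = inhibition above the mean over all tested compounds plus 3 SD, cut at about 4.2% in these data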;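 also: 0% = DAX1-transfected cells with DMSO and 100% = empty-vector control cells with DMSO; inhibition shows as a rise in luminescence from relieved DAX1 repression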
Target sequence (P51843 207-470 limits assumed): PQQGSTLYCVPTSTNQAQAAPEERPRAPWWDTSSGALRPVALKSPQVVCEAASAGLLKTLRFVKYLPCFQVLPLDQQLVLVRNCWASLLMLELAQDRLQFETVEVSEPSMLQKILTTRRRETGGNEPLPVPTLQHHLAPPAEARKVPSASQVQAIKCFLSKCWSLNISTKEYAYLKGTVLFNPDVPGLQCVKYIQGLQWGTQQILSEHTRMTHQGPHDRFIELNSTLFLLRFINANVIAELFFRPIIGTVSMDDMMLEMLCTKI
GAA850 FXN act – FXN promoter activators, primary screen, cell-based, luciferase luminescence, HEK293 lucGAA850 | HEK293 lucGAA850 FXN promoter luciferase reporter, 24 h; percent of 10 µM SAHA response | activation, % at 6 µM | hit rate 0.56% among 360,000;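 active = activation above the average of all compounds screened plus 3 SD, cutoff fixed separately per campaign, cut at about 7.5% in these data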;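 also: 0% = DMSO wells and 100% = 10 µM SAHA wells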
SMARCA2 activ – SMARCA2 (BRM) function activators, primary screen, cell-based, luminescence, high throughput | activation, % at 9.1 µM | AID 652017, 2013 | hit rate 1% among 370,000 | MG213 cells, MMTV-luciferase reporter, dexamethasone, overnight; in the data active = activation above about 7.8%;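 also: 0% = vehicle wells and 100% = reference activator wells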
DAX1 inh-2 – DAX1 (NR0B1) inhibitors on StAR promoter, primary screen, cell-based, luminescence, SF-1 (NR5A1), full-length DAX-1; HEK293T StAR-luciferase reporter, SF-1/DAX-1 repression relief; inhibition, % at 6.8 µM; hit rate 1.1% among 370,000; AID 652010, 2013;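 active = inhibition above the mean over all tested compounds plus 3 SD, cut at about 3.6% in these data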;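 also: 0% = DAX-1 cells with DMSO and 100% = cells lacking DAX-1 with DMSO; higher inhibition means more luminescence from relief of DAX-1 repression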
NR1D1 modulator – modulators of Rev-erb alpha DNA binding, primary screen, biochemical, FITC-DNA, fluorescence polarization, uHTS; Nuclear receptor subfamily 1 group D member 1 (Homo sapiens), P20393; Rev-erbα–FITC-DNA binding, 90 min; activity, % at 10 µM; hit rate 0.79% among 370,000; AID 1259318, 2017;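 active = activity above about 14%, limit read from the data; passing the limit was not always enough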;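 also: 0% = DMSO wells with 35 nM protein and 100% = DMSO wells with 750 nM protein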
Target sequence (P20393 whole entry, looked up): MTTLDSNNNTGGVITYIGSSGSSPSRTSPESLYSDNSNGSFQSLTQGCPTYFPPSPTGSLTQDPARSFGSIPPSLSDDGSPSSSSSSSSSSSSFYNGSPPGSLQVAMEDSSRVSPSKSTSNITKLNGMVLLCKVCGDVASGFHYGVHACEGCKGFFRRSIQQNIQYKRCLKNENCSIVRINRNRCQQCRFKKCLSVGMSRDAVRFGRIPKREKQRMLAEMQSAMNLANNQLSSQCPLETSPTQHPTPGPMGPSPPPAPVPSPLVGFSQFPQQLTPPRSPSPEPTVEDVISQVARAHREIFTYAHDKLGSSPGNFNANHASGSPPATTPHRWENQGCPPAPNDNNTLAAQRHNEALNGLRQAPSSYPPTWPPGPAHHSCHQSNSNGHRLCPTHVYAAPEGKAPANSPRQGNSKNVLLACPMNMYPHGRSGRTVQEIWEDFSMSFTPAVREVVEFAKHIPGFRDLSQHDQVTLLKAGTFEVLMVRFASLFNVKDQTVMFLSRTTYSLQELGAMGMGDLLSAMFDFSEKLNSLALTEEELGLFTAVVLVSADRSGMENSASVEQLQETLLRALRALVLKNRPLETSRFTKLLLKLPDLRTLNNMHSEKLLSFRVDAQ
PG9 binder – binders of HIV-1 gp120 antibody PG9, primary screen, biochemical, TR-FRET; HIV-1 gp120 / PG9 antibody interaction; TR-FRET gp120-PG9 antibody binding; inhibition, % at 6.7 µM; hit rate 0.43% among 360,000; in the data active = inhibition above about 8.5%
ssDAF-12 act – S. stercoralis DAF-12 nuclear receptor activators, primary screen, cell-based, luminescence, HEK293, GRIP1 co-expression, lit1-tk-luc; Nuclear hormone receptor DAF-12 (Strongyloides stercoralis); HEK293 ssDAF-12/GRIP1 lit1-tk-luc reporter; % of 3 µM dafachronic acid response; activation, % at 6.8 µM; hit rate 1% among 370,000; AID 652126, 2013;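 active = activation above the mean over all tested compounds plus 3 SD, cut at about 0.9% in these data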;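 also: 0% = DMSO-only wells and 100% = 3 µM delta7-dafachronic acid wells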
* hit, by the source's call; . = not tested or not shown.

A first look (2 entries):
no.	mol	ssDAF-12 act	hgDAF12 agonist	GAA850 FXN act	hcDAF-12 act	HGIII-sPLA2 inh	PLC-beta3 inh	DAX1 inh-1	DAX1 inh-2	SMARCA2 activ	PG9 binder	NR1D1 modulator
1	COC(=O)c1cc(C(=O)OC)cc(N2C(=O)CN=C2Nc2nc(C)cc(C)n2)c1	-0.9	-0.9	1.4	-0.4	7	2	2.3	-0.2	1	0.8	0
2	CCOc1cccc(N(C(=O)CCC(=O)Nc2cc(C)on2)C(C(=O)NC(C)(C)C)c2ccc(OC)cc2)c1 (stereo unspecified)	-1.0	-0.9	0.2	-1.1	-10	-2	-0.9	0.1	-2	-0.9	1

The list itself, from the first entry:
no.	mol	ssDAF-12 act	hgDAF12 agonist	GAA850 FXN act	hcDAF-12 act	HGIII-sPLA2 inh	PLC-beta3 inh	DAX1 inh-1	DAX1 inh-2	SMARCA2 activ	PG9 binder	NR1D1 modulator
1	COC(=O)c1cc(C(=O)OC)cc(N2C(=O)CN=C2Nc2nc(C)cc(C)n2)c1	-0.9	-0.9	1.4	-0.4	7	2	2.3	-0.2	1	0.8	0
2	CCOc1cccc(N(C(=O)CCC(=O)Nc2cc(C)on2)C(C(=O)NC(C)(C)C)c2ccc(OC)cc2)c1 (stereo unspecified)	-1.0	-0.9	0.2	-1.1	-10	-2	-0.9	0.1	-2	-0.9	1
3	COc1ccc(S(=O)(=O)N(CCC#N)Cc2ccco2)cc1OC	0.0	1.1	0.4	0.5	0	-2	1.0	-0.1	7	-1.9	-7
4	COC(C[C@@H](O)C[C@H](O)[C@H](C)OCc1ccccc1)OC	-1.3	0.0	1.0	-1.1	5	1	0.3	-0.6	1	-0.3	-5
5	COC(=O)C1=C(C(=O)OC)SC(=C2C(=S)C(C)(C)N(C(=O)CC(C)C)c3ccccc32)S1	-0.1	-1.7	-1.7	-1.6	4	1	0.6	0.3	8	-0.5	9
6	O=C(CSc1nnc(Cc2ccccc2)o1)NCc1ccc2c(c1)OCO2	-0.5	-2.0	-0.1	0.0	2	-4	-0.2	-0.8	-4	-1.1	0
7	COc1ccc(S(=O)(=O)NC(C)C(=O)NCc2ccncc2)cc1Cl (stereo unspecified)	-1.0	1.6	3.1	-2.1	-1	-2	0.3	0.1	-1	1.8	6
8	C=CCSc1nnc(NC(=O)c2ccc(S(=O)(=O)NCC3CCCO3)cc2)s1 (stereo unspecified)	-1.5	-4.3	-1.6	0.1	-12	-6	1.8	-0.3	-1	1.9	3
9	COc1ccc(-c2c(C)oc3c(CN4CCCC(C)C4)c(O)ccc3c2=O)cc1OC (stereo unspecified)	-0.7	-0.9	2.2	1.5	1	-332	-0.2	-0.5	-1	-1.4	-1
10	Cc1ccc(-c2nnc(N3CCN(C(=O)COc4cccc(C)c4)CC3)c3ccccc23)cc1	-2.3	-2.8	1.2	-2.3	-6	-4	-1.4	-0.8	-4	1.4	-3
11	CC(=O)c1cnc2sccn2c1=O	-1.5	2.6	1.5	-1.0	10	11	-0.4	-0.5	-3	1.1	1
12	O=C1CCCC/C1=C\Nc1ccc(O)cc1	-0.8	-2.9	-2.5	0.6	2	-55	-0.8	-0.8	-1	-4.2	6
13	CC(C)c1ccc(/C=C2\SC(=O)N(CC(=O)NCCCn3ccnc3)C2=O)cc1	0.2	11*	3.4	3.5	-18	-6	0.8	6.8*	2	-1.1	0
14	Cc1c(CC(=O)O)c(=O)oc2cc3occ(-c4ccccc4)c3cc12	-1.1	0.6	1.6	1.0	-7	-110	1.4	0.6	-1	-4.0	0
15	O=C(c1ccc2c(c1)OCO2)N1CCC2(CC1)Oc1ccc(F)cc1C(=O)C21CC(c2ccc(Cl)cc2)=NO1 (stereo unspecified)	-1.0	1.6	1.6	1.2	7	-1	-0.7	0.2	2	0.5	-2
16	CC(C)NC(=O)C1CC(=O)N(c2ccc(F)c(Cl)c2)C1 (stereo unspecified)	-1.3	-0.1	-1.2	-1.7	2	1	1.0	0.6	2	0.8	-4
17	Cc1cccc(OCC(=O)OCC(=O)c2c(N)n(C)c(=O)n(C)c2=O)c1C	-0.8	-1.7	-0.6	-2.9	1	2	0.1	-0.1	-1	-2.2	0
18	CC1(C(=O)Nc2ccc3c(c2)OCCO3)CSCC(=O)N1CCCN1CCOCC1 (stereo unspecified)	-1.4	0.0	.	-0.5	2	2	.	-0.4	-1	-1.2	-2
19	CC(C)CC(NC(N)=O)C(=O)Nc1ccc(Cl)c(Cl)c1 (stereo unspecified)	-0.7	-1.5	-1.3	-1.0	-1	3	0.3	-1.3	0	0.6	1
20	Cc1c(NC(=O)CSCc2ccc(Br)cc2)c(=O)n(-c2ccccc2)n1C	-1.3	-1.9	0.0	0.0	6	-1	-0.7	-0.6	-3	1.2	-2
21	O=C(COC(=O)c1n[nH]c2ccccc12)Nc1ccc(Cl)cc1[N+](=O)[O-]	0.3	-0.3	1.6	1.6	-1	3	0.1	-0.2	2	-1.8	0
22	COC(=O)COc1ccc(C2NC(=O)NC(c3ccccc3)=C2C(C)=O)cc1OC (stereo unspecified)	-1.2	-2.4	-0.8	0.1	-2	-1	0.4	-0.6	1	-0.9	2
23	C[C@@H](C(=O)NC1CCCC1)N1C(=O)N2CCc3c([nH]c4ccccc34)[C@@]2(C)C1=O	-1.0	1.7	-4.6	-1.2	-13	4	1.2	-0.2	-1	0.6	-2
24	CCOC(=O)C(=CNc1ccc(NC2=NCC(C)(C)S2)cc1)C(=O)OCC	-1.9	-4.2	-2.9	-2.2	-10	-51	0.3	-0.4	-2	-0.6	-1
25	Cc1ccc(CNS(=O)(=O)c2c(C)n(C)c(=O)n(C)c2=O)cc1	-1.2	-2.0	0.3	-1.9	10	-13	-1.9	-0.1	-2	0.1	-1
26	CCNc1cc(Cl)nc(SC)n1	-1.5	0.1	1.5	1.1	-3	-21	-0.6	0.1	2	-2.2	-4
27	CC(=O)c1cccc(NC(=O)CCOc2ccccc2)c1	-0.8	4.0	-1.7	0.9	4	-2	1.1	0.4	4	-0.3	-4
28	O=C1NC2(CCCCCC2)N=C1c1ccc(Br)cc1	-1.2	-0.6	5.3	-1.0	5	-9	-0.1	0.0	4	-1.8	1
29	COc1ccc(CCNC(=O)C(=O)NCCC2CCCCN2S(=O)(=O)c2ccccc2)cc1 (stereo unspecified)	-0.9	-0.8	-0.5	-0.6	11	-9	-0.2	0.1	-1	-1.0	2
30	CSc1nc2c(c(=O)[nH]1)C(c1ccncc1)C(C(=O)OC(C)C)=C(C)N2 (stereo unspecified)	-1.2	0.3	-0.8	-2.0	3	-8	2.4	0.2	0	0.3	2
31	COCC(C)NC(=O)CCSc1nc(-c2ccc(OC)cc2)cc(C(F)(F)F)n1 (stereo unspecified)	-1.6	-1.5	0.4	-2.0	11	-37	-0.3	-0.7	-5	-2.1	-2
32	O=C1CCN(S(=O)(=O)c2ccc(Cl)cc2)CCN1	-2.1	2.3	0.8	-0.1	-3	-4	-0.3	-0.3	-2	0.1	-2
33	O=C1CCC([N+](=O)[O-])C(c2cccc3ccccc23)N1 (stereo unspecified)	-1.5	4.3	1.4	0.7	5	-7	-0.3	0.2	-1	1.9	-5
34	CCN(CC(=O)NCc1ccc(F)cc1)C(=O)c1cccnc1SC	-1.1	-0.7	2.4	1.9	0	6	-0.7	0.1	-3	-1.9	-4
35	COC(=O)c1cn(CCOc2ccccc2F)c2ccccc12	-1.1	5.6	4.7	3.7	-30	-2	0.9	1.6	-1	-0.5	5
36	CC(C)N1Cc2nnn(Cc3ccccc3)c2-c2cc(N3CCCC3)ccc2S1(=O)=O	-1.7	0.6	.	-0.7	6	-56	.	-0.1	-2	.	-3
37	Cn1cnnc1SCC(=O)NCc1cccc(C(F)(F)F)c1	-1.5	5.4	4.3	0.8	0	1	0.6	-0.1	1	-0.7	1
38	COc1ccc(N/C=C2\CCOC2=O)cc1	-0.9	0.5	0.2	1.7	-2	4	0.9	0.1	-4	-4.1	-5
39	C[C@@H]1CN(C2CCN(Cc3nc(CC4CC4)no3)CC2)C[C@H](C)O1	-1.1	-2.3	2.0	0.1	-2	3	-0.6	-0.3	-6	-3.0	8
40	O=C(NC1CCCCCC1)C1CCCN(S(=O)(=O)c2cnc[nH]2)C1 (stereo unspecified)	-1.5	1.2	1.6	0.7	10	-4	0.3	-0.3	-2	-1.2	5
41	CC1(C(=O)NS(=O)(=O)c2ccc(C#N)cc2)CCN1C(=O)CC1CCCCC1 (stereo unspecified)	-0.3	1.3	2.0	1.2	-5	2	.	0.8	-2	2.5	-12
42	COc1cc(NC(=O)COc2cc(C)cc3oc(=O)cc(C)c23)cc(OC)c1OC	-0.8	2.2	-0.6	0.2	14	-5	-1.2	-1.0	-3	1.4	-3
43	CCOc1ccc(NC(=O)c2ccc3c(c2)S(=O)(=O)N=C2CCCCCN23)cc1	-0.8	-3.3	-1.5	-1.3	19*	-2	-1.2	-0.6	-2	1.2	2
44	CCCCN(C(=O)CSc1c(C)c(C)cc(C)c1C)c1c(N)n(CCC)c(=O)[nH]c1=O	-1.3	0.9	0.9	-1.9	6	-8	-0.9	-0.4	-2	0.4	-8
45	Cc1ccc(C)c(C(=O)COC(=O)CCCC(=O)Nc2cc(C(F)(F)F)ccc2Cl)c1	-1.7	-1.4	-0.8	0.6	-27	3	0.3	-0.3	-2	0.5	1
46	CC(C)NC(=O)N(C)C[C@@H]1OCc2cnnn2CCCC(=O)N([C@H](C)CO)C[C@H]1C	-1.0	2.8	0.6	-1.1	10	-1	2.0	-0.4	-4	0.2	1
47	CC(NC(=O)c1ccc(F)cc1)C(c1cccs1)N1CCN(C)CC1 (stereo unspecified)	-0.5	-1.3	-2.0	0.8	-2	6	0.0	-0.2	-1	-2.7	0
48	O=C(NCc1ccc2c(c1)OCO2)C1CCC(CNS(=O)(=O)c2ccccc2)CC1 (stereo unspecified)	-1.3	-2.3	-1.1	-0.6	-12	-2	-1.1	-0.2	-3	1.4	3
49	CCN(CC(=O)Nc1cc(Cl)ccc1C)C(=O)c1nc2nc(C)cc(C)n2n1	0.0	-0.6	-1.3	1.1	13	-2	0.0	0.2	-1	0.2	-4
50	COc1cc(/C=C/C(=O)OCC(=O)Nc2ccc(Cl)cn2)ccc1O	-1.0	0.7	0.5	-0.2	-8	-71	0.1	0.9	10*	0.5	-18
